Screens deposited in PubChem BioAssay by several laboratories.
ASAP1 inh: inhibitors of human ASAP1 ArfGAP activity, primary screen, biochemical, fluorescence polarization; inhibition, % at 16.5 µM; AID 624377, 2012; actives 0.19% (n = 360,000); Arf-GAP with SH3 domain, ANK repeat and PH domain-containing protein 1 (Homo sapiens), …; ASAP1-stimulated ARF1 GTP hydrolysis, GDP FP detection; in the data active = inhibition above about 25%;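 note: 0% = vehicle with enzyme and substrate and 100% = no enzyme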
ARFGAP1 inh: inhibitors of rat ARFGAP1 GAP activity, primary screen, biochemical, fluorescence polarization, GDP tracer; inhibition, % at 16.5 µM; AID 651572, 2012; ADP-ribosylation factor GTPase-activating protein 1 (Rattus norvegicus), Q62848; actives 0.26% (n = 360,000); Arfgap1-stimulated ARF1 GTP hydrolysis, GDP FP detection;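 active = inhibition above a per-plate limit, mean inhibition of low control wells plus 3 SD, cut at about 25% in these data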;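 note: 0% = DMSO wells with enzyme and 100% = wells lacking Arfgap1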
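material = rat Arfgap1 catalytic domain, aa 1-136 | also added = human ARF1(Δ1-17)-GTP substrate | compound dosing = one concentration, 16.5 µM, DMSO 1.26% | times = GTP hydrolysis reaction 2 h at 25 °C | measured by = FP, GDP Alexa 633 tracer displaced from anti-GDP antibody, 620/688 nm | evaluation = percent inhibition of Arfgap1-stimulated GTP hydrolysis | replication = single well per compound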
mABHD4 FP: ABHD4 inhibitors, primary screen, biochemical, fluorescence polarization, mouse. (Lyso)-N-acylphosphatidylethanolamine lipase (Mus musculus), Q8VD66. AID 720543, 2013. purified mABHD4, FP-Rh probe fluorescence polarization. inhibition, % at 8.92 µM. actives 0.54% (n = 370,000);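 active = inhibition exceeding the mean over every tested compound plus 3 SD, cut at about 30% in these data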;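 note: 0% = plate median of compound wells and 100% = S159A mutant with DMSO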
Target sequence (Q8VD66 whole entry, looked up): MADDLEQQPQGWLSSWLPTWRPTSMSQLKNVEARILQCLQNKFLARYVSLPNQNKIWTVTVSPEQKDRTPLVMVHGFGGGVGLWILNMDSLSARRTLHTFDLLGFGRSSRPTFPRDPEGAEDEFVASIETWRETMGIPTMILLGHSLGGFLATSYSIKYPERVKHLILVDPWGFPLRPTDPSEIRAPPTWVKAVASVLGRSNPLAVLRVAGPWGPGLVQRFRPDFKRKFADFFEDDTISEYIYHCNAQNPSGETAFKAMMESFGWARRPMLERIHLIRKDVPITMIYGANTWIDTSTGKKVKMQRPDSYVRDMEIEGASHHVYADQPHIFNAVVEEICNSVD
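Assay system: mABHD4 protein; medium: HEPES pH 7.0, NaCl, Pluronic buffer; dosing: 8.92 µM, single dose; schedule: 45 min + 60 min at 25 °C; signal: FP readout, ex 525 nm / em 598 nm; read-out: normalized percent inhibition of probe labeling; repeats: single replicate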
NPR1 activator: GC-A stimulated cGMP production enhancers – HEK293 GC-A cells, cGMP TR-FRET, EC30 ANP, primary screen | 0% at EC30 ANP, 100% saturating ANP | activation, % at 10 µM | actives 0.14% (n = 370,000) | AID 1671463, 2021; in the data active = activation above about 40%
HTRA1 inhibitor: HTRA1 serine protease inhibitors, primary screen, biochemical, fluorescence polarization, HTS; Q92743; actives 0.5% (n = 340,000); AID 504803, 2011; inhibition, % at 5.96 µM; recombinant HTRA1, FP-rhodamine activity-based probe; in the data active = inhibition above about 36%;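 note: 0% = enzyme with DMSO and 100% = wells lacking enzyme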
rCAG RNA binder: binders of r(CAG) RNA repeats, primary screen, biochemical, fluorescence; r(CAG) RNA repeat, TO-PRO-1 dye displacement fluorescence; inhibition, % at 3 µM; actives 1.3% (n = 370,000);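 active = inhibition above the plate cutoff, the mean of all test compounds on that plate plus 3 SD, cut at about 35% in these data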;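 note: 0% = DMSO alone and 100% = 100 µM mitoxantrone as full dye displacement; higher means more dye released from RNA so lower well fluorescence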
NR1D1 modulator: modulators of Rev-erb alpha DNA binding, primary screen, biochemical, FITC-DNA, fluorescence polarization, uHTS; Nuclear receptor subfamily 1 group D member 1 (Homo sapiens), P20393; Rev-erbα–FITC-DNA binding, 90 min; activity, % at 10 µM; actives 0.79% (n = 370,000);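 active = activity above about 14%, limit read from the data; passing the limit was not always enough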;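 note: 0% = DMSO wells with 35 nM protein and 100% = DMSO wells with 750 nM protein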
Target sequence (P20393 whole entry, looked up): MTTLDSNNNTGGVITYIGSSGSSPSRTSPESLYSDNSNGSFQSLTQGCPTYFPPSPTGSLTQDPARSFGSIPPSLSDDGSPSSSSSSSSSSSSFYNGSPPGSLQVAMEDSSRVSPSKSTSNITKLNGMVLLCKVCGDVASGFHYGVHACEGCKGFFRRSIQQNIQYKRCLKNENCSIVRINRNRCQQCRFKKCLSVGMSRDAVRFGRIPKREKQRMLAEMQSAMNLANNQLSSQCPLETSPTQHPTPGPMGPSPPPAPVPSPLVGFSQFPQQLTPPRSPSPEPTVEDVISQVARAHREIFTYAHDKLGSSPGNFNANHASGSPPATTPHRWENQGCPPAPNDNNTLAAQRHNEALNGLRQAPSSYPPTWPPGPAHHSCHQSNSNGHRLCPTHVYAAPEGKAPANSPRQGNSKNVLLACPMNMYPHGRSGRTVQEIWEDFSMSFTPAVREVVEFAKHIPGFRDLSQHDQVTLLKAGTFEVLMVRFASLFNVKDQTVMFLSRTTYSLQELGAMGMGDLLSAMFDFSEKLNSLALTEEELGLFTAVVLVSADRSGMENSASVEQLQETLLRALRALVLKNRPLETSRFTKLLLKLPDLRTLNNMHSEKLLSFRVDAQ
GC-B act: human GC-B receptor activators, primary screen, HEK293 GC-B cells, cGMP TR-FRET, EC30 CNP | actives 0.11% (n = 370,000) | Atrial natriuretic peptide receptor 2 (Homo sapiens), P20594 | activation, % at 10 µM | AID 1920062, 2024 | 0% at EC30 CNP, 100% saturating CNP;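 active = activation at 10 µM reaching about 35% in either raw or pattern-adjusted values, limit read from the data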
PG9 binder: binders of HIV-1 gp120 antibody PG9, primary screen, biochemical, TR-FRET; actives 0.43% (n = 360,000); HIV-1 gp120 / PG9 antibody interaction; TR-FRET gp120-PG9 antibody binding; inhibition, % at 6.7 µM; in the data active = inhibition above about 8.5%
SMARCA2 act: SMARCA2 (BRM) function activators, primary screen, cell-based, luminescence, high throughput; activation, % at 9.1 µM; AID 652017, 2013; MG213 cells, MMTV-luciferase reporter, dexamethasone, overnight; actives 1% (n = 370,000); in the data active = activation above about 7.8%;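 note: 0% = vehicle wells and 100% = reference activator wells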
* hit, by the source's call; . = no result given.

canonical_smiles	ASAP1 inh	ARFGAP1 inh	mABHD4 FP	NPR1 activator	HTRA1 inhibitor	rCAG RNA binder	NR1D1 modulator	GC-B act	PG9 binder	SMARCA2 act
O=C(c1ccc(S(=O)(=O)N2CCCC2)cc1)N1CCN(c2ccccc2)CC1	9	-14	-7	1	-3	-4	-3	6	-0.7	-1
CN1CCN(C(=O)CNC(=O)c2cccs2)CC1	-13	9	1	1	5	2	0	-2	0.5	0
CCCCC1=NN2C(=N)CC(=O)N=C2S1	2	6	0	3	4	25	3	6	-2.0	2
Cc1cccc(NS(=O)(=O)c2cc3c(cc2C)n(C)c(=O)c(=O)n3C)c1	5	9	4	0	-1	3	5	-6	-0.6	-1
Cc1cc(Nc2ccc3c(c2)OCCO3)c2ccccc2n1	9	-6	2	-1	2	0	3	1	-0.4	-5
Cc1ccc(NS(=O)(=O)c2ccc(C(=O)N3CCCCCCC3)cc2)cc1	10	4	4	-2	-5	-3	2	-5	1.0	-3
O=C(COC(=O)c1ccc(OC(F)(F)F)cc1)NCCN1C(=O)CSC1=O	12	-2	0	3	4	1	-6	5	0.0	-1
CCNCC(=O)N1c2ccccc2CCc2ccc(NC(=O)OC(C)C)cc21	-9	-14	4	0	-8	-3	-1	-2	-0.8	-2
CCn1ccnc1CNC(=O)CC1C(=O)NCCN1Cc1ccc(OC)cc1OC (stereo unspecified)	3	-9	4	2	5	-2	-1	3	0.9	-6
COc1ccc(-c2[nH]ncc2CN2CCN(C(=O)c3cccs3)CC2)c(F)c1	6	-1	0	-4	1	-4	1	0	-1.7	-1
N/C(=N\OC(=O)Cc1ccccc1)c1ccccc1Cl	10	-1	-1	4	-5	-4	1	9	-0.6	5
COc1ccc(CNC(=O)CN2C(=O)c3ccccc3S2(=O)=O)cc1	3	-13	0	3	-1	7	0	2	2.6	-1
Cc1ccn2c(=O)nc(SCC(=O)Nc3ccc4c(c3)OCCO4)nc2c1	-4	6	3	-2	0	5	-4	0	-1.4	-1
Cn1c(=O)[nH]c(=O)c2c1nc(N1CCCCC1)n2CCOc1ccccc1	-13	0	0	0	-3	-8	-4	-2	-2.0	2
C(=N\Nc1nc2ccccc2[nH]1)/C1CCCCC1	3	8	24	0	17	5	-4	2	-0.2	1
CCNC(=O)c1sc(=S)n(-c2ccc(C)cc2)c1N	4	-4	0	3	2	9	5	-1	-1.3	1
COc1ccc(-c2nn(-c3ccccc3)cc2/C=C2/SC(=S)N(CCCC(=O)O)C2=O)c(C)c1	-2	-18	-4	-4	-108	32	-5	-5	0.2	-1
COc1cc(NC(=O)C2CCCN(S(=O)(=O)c3cc(OC)ccc3OC)C2)cc(OC)c1 (stereo unspecified)	.	.	-7	-3	.	4	4	-3	.	-7
CCCCCCCCN1C(=O)[C@@H](CC(=O)N2CCCC2)C[C@@]2(C(=O)OC)C1=C[C@H](COCc1ccccc1)O[C@@H]2C	.	.	1	-2	.	-1	-10	-1	.	-5
O=C(COC(=O)c1ccc(F)cc1F)NC1CC1	19	4	-2	0	0	0	2	5	-0.1	0
Cc1ccc(OCC(=O)OCC(=O)NC2CCS(=O)(=O)C2)cc1C (stereo unspecified)	-5	7	-5	1	6	-1	-2	-6	2.5	-3
O=S(=O)(c1ccccc1)N1N=C(c2ccccc2)CC1c1ccccc1F (stereo unspecified)	-3	0	-10	-8	-18	7	2	3	0.8	2
COc1ccc(CNC(=O)Cn2cnc3c(OCc4ccccc4)ncnc32)cc1	-4	1	12	2	0	-1	1	-3	-1.9	-1
COc1ccc(-c2cc3nc[nH]c(=O)c3s2)cc1	15	-9	-6	5	4	2	42*	-5	1.1	6
CCCCN(C(=N)N1CCCCC1)c1nc(C)c([N+](=O)[O-])c(=O)[nH]1	-2	-1	-2	-3	3	1	4	4	0.5	0
CN(Cc1ccccc1)C(=O)[C@@H]1CCCN1C(=O)[C@@H]1CCCN1C(=O)c1ccccc1	18	10	-8	-1	.	2	-1	2	0.8	-6
COc1ccccc1-n1nnnc1SCC(=O)Nc1oc(C)c2c(C)n[nH]c(=O)c12	4	-5	4	3	-3	3	1	-1	-0.9	-3
CCOc1cc(N2CCOCC2)c(OCC)cc1NC(=O)[C@H](C)N1C(=O)C2CC=CCC2C1=O (stereo partly specified)	-8	4	-2	-2	3	-10	-6	1	-2.7	6
CC1C(=O)N(Cc2cn(Cc3ccco3)nn2)CCS(=O)(=O)N1Cc1ccc(-c2cccc(CO)c2)cc1 (stereo unspecified)	-9	8	2	0	-8	6	-5	1	-0.6	-4
COc1cccc2cc(-c3nnc(SCC(=O)NCc4ccccc4)n3C)oc12	15	1	1	2	1	-4	-3	-5	1.4	-2

The list goes on:
canonical_smiles	ASAP1 inh	ARFGAP1 inh	mABHD4 FP	NPR1 activator	HTRA1 inhibitor	rCAG RNA binder	NR1D1 modulator	GC-B act	PG9 binder	SMARCA2 act
CC1(C)OC(=O)C2=C(C[C@@H](CCc3ccccc3)O[C@@H]2c2ccc(F)cc2)O1	1	-6	-3	-3	.	0	1	0	0.1	-3
COc1ccc(CC(=O)N(C)Cc2ccc(Cl)cc2)cc1S(=O)(=O)N1CCOCC1	11	-2	-2	-3	0	-8	3	-2	-1.7	1
Cc1cc(C(=O)Nc2ccc(Cl)cc2)on1	8	0	-4	4	-4	1	0	-1	0.0	-1
O=C(CN1CCOCC1)Nc1nc2ccc(F)cc2s1	8	-9	3	5	3	6	3	-3	0.0	2
COc1ccccc1C(=O)Nc1nc2ccccc2[nH]1	4	-5	-4	-1	-4	2	-3	-1	0.1	-10
Cc1ccc(NC(=S)N2CCN(c3ncccn3)CC2)c(C)c1	9	-3	-5	2	0	-3	2	6	0.9	-1
COc1ccccc1N1CCN(C(=O)C(=O)c2c[nH]c3ccccc23)CC1	-3	10	4	-3	-6	3	7	1	0.6	-4
CC(CNC(=O)c1cccc(Br)c1)n1cncn1 (stereo unspecified)	-6	1	3	4	3	1	3	-1	-0.4	-1
O=C1CCN(CCCN2CCC(=O)NC2=S)C(=S)N1	-2	-13	-6	2	-6	1	0	0	-3.0	3
COc1ccccc1CN(C)CC(=O)Nc1ccc(Cl)cc1F	1	2	-3	-3	-14	-9	2	-3	1.3	5
Cc1nc(-c2cc(C#N)c(Sc3ccc(Cl)cc3Cl)nc2C)cs1	5	-3	-6	-4	3	0	7	1	-1.1	10*
O=C(N1CCOCC1)N1CCN(CC(O)COc2ccc3ccccc3c2)CC1 (stereo unspecified)	-7	-2	7	-1	-4	-9	-12	-5	-0.3	1
O=C(CN1C(=O)CC(c2ccco2)Sc2ccccc21)Nc1ccccc1F (stereo unspecified)	10	-15	3	3	-10	24	1	-7	0.6	0
COC(=O)c1ccccc1NC(=O)COC(=O)[C@H](C)NC(N)=O	-12	2	-7	0	5	0	-2	0	-1.8	-1
O=C(COc1ccc2c3c(c(=O)oc2c1)CCC3)Nc1ccccn1	7	12	-3	2	8	2	7	-2	-0.6	-1
CCc1ccc(S(=O)(=O)n2c(C)nc3ccccc32)cc1	-1	-12	-2	2	4	0	3	2	0.8	-1
CCCCc1n[nH]c2c1/C(=N/OCC)CC(C)(C)C2	-2	-9	7	-2	.	-9	7	-1	-0.9	-1
O=C(O)C1CCN(C(=O)CSc2nc3cc(Cl)ccc3c(=O)n2Cc2ccccc2)CC1	1	4	-4	-5	-13	21	2	-1	0.5	-2
O=[N+]([O-])c1cc(S(=O)(=O)N2CCCC2)ccc1NN=C1CCCCC1	-1	-5	-6	2	-4	6	-1	4	-2.2	-5
COc1ccc(OC)c(C2=Nn3c(nnc3C3CCCCC3)SC2)c1	-9	1	-9	3	-20	-7	0	-1	0.8	-2
CCCN1CNC(=S)N(c2cccc(C)c2)C1	4	4	0	0	11	1	6	-2	0.7	-2
CCCCCNC(=O)c1ccc2c(=O)n(CCOC)c(=O)[nH]c2c1	4	-19	-2	-5	-5	1	-5	-5	0.6	0
COCC(O)CSc1c([N+](=O)[O-])nc(C)n1Cc1ccc(OC)c([N+](=O)[O-])c1 (stereo unspecified)	-3	2	0	0	0	7	1	-8	-0.3	1
Cn1c(=O)c2ccccc2n2c(CCl)nnc12	1	11	0	5	-5	0	2	6	-2.8	3
O=C(O)CCC(=NNC(=O)c1cccc(S(=O)(=O)N2CCCCC2)c1)c1ccccc1	8	-4	3	0	5	2	-1	3	-0.4	-1
Cc1cccc(N(Cc2ccccc2)C(=O)c2cc(S(=O)(=O)N3CCOCC3)ccc2F)c1	9	2	3	-4	-9	-4	-2	-5	2.3	-3
Cc1ccc(NC(=O)c2cc(S(=O)(=O)N3CCOCC3)cn2C)cc1F	8	1	-10	-4	-4	2	-2	0	-1.6	-3
O=C(CCn1ccc2cc(S(=O)(=O)N3CCCC3)ccc21)NCc1ccccc1F	10	6	4	1	1	6	-3	-1	-0.5	-1
COc1ccc(NC(=O)c2ccccn2)cc1S(=O)(=O)N1CCOCC1	-13	2	-1	-1	-1	1	0	-1	-3.0	-2
Cc1cccc(Nc2c([N+](=O)[O-])ccc3nonc23)c1C	-9	-2	5	2	0	-2	6	-5	0.1	-2

(next part)
canonical_smiles	ASAP1 inh	ARFGAP1 inh	mABHD4 FP	NPR1 activator	HTRA1 inhibitor	rCAG RNA binder	NR1D1 modulator	GC-B act	PG9 binder	SMARCA2 act
Cc1ccc(S(=O)(=O)N2CCN(C(=O)C(C)Cn3cncn3)CC2)cc1C (stereo unspecified)	-1	10	0	0	6	-4	1	-2	-0.3	-1
COc1cccc(C(C(=O)NC(C)(C)C)N(Cc2ccc(F)cc2)C(=O)CCC(=O)Nc2cc(C)on2)c1OC (stereo unspecified)	-3	-3	0	-5	-5	-2	3	-8	2.6	-4
COc1ccc(-c2nnc(SCC(=O)N/N=C(\C)c3ccc(-c4ccccc4)cc3)n2-c2ccc(C)cc2)cc1	.	.	-9	-3	.	11	3	-8	.	-7
COc1cccc(N2CCN(CC(=O)c3c(C)[nH]c4ccccc34)CC2)c1	.	.	.	3	-3	.	2	-5	.	.
